Screening results: PubChem, National Center for Advancing Translational Sciences (NCATS)
D1 PAM = Potentiators of Human D1 Dopamine Receptor: qHTS | HEK293 TREx D1 cells, calcium flux, dopamine EC20 potentiation | potentiation, % at 10 µM | actives 0.036% (n = 360,000) | AID 504651, 2011; in the data active means potentiation above about 30%; further: 0% is about no effect
D1 antagonist = Antagonist of Human D 1 Dopamine Receptor: qHTS; D(1A) dopamine receptor (Homo sapiens), P21728; HEK293 TREx D1 cells, calcium flux, dopamine EC80; stronger effect = lower value; activity change, negative = inhibition, % at 10 µM; actives 3.2% (n = 360,000); AID 504652, 2011; in the data active means activity change below about -30%; further: on the % scale 0 is the no-effect control and ±100 the full control effect
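HEK293 T-REx cells expressing inducible, force-coupled D1 receptor; no-wash Ca dye, 30–90 min RT. Cmpd → 180 s read at 1 Hz → EC80 DA → 180 s read.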
D1 ag = Allosteric Agonists of the Human D1 Dopamine Receptor: qHTS; activation, % at 2 µM; D(1A) dopamine receptor (Homo sapiens), P21728; actives 1% (n = 360,000); AID 504660, 2011; HEK293 T-REx D1 cells, calcium flux, agonist mode; further: 0% is about no effect
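Tetracycline-induced HEK293 TREx D1 cells, force-coupled to calcium signalling, were dye-loaded with a no-wash calcium kit. Compound was pin-added after a 10 s baseline. Fluorescence was read kinetically at 1 cycle/s for 180 s, with calcium rises flagged as agonism.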
RXFP1 antag = qHTS Assay for Antagonists of the Relaxin Receptor RXFP1; Relaxin receptor 1 (Homo sapiens), Q9HBX9; HEK293-RXFP1, relaxin-stimulated cAMP HTRF, 30 min; stronger effect = lower value; activity change, negative = inhibition, % at 57.5 µM; actives 0.59% (n = 350,000);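 active means activity change of -60% or lower, but not beyond a set lower limit; inconclusive means change between -60% and -40%, or beyond the set limit; inactive means change above -40%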; further: on the % scale 0 is the no-effect control and ±100 the full control effect
D2 agonist = HTS Assay for Allosteric Agonists of the Human D2 Dopamine Receptor: Primary Screen for Agonists | HEK293 T-REx D2 cells, calcium flux agonist mode | activation, % at 2 µM | AID 485358, 2010 | D(2) dopamine receptor (Homo sapiens), P14416 | actives 0.53% (n = 340,000);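 active means activation over 3 SD above normal in the single-dose calcium agonist read, cut at about 30% in these data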; further: 0% is about no effect
Target sequence (P14416 whole entry, looked up): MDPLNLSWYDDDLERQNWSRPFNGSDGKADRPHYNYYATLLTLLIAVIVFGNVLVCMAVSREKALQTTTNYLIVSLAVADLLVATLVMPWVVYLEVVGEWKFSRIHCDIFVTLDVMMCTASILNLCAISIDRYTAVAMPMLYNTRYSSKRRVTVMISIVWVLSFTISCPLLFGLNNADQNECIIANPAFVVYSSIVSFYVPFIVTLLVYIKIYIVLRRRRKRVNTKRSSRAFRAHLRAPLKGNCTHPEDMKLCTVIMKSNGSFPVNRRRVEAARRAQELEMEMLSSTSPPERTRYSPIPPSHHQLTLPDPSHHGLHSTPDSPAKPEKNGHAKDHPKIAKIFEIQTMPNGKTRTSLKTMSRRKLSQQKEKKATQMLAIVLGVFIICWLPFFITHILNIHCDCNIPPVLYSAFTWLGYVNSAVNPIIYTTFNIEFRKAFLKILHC
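Tetracycline-induced HEK293 Trex cells with D2 receptor force-coupled to calcium signaling, plated overnight at 30 C and loaded with no-wash calcium dye. Calcium flux read kinetically for 180 s after compound addition; responses flag agonists.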
D2 potentiator = HTS Assay for Positive Allosteric Modulators of the Human D2 Dopamine Receptor: Primary Screen for Potentiators | AID 485347, 2010 | HEK293 T-REx D2, calcium flux, EC20 dopamine potentiation | potentiation, % at 10 µM | D(2) dopamine receptor (Homo sapiens), P14416 | actives 0.34% (n = 340,000);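 active means potentiation over 3 SD above the plate norm, cut at about 30% in these data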; further: 0% is about no effect
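Tetracycline-induced Hek293 Trex D2 cells, force-coupled to calcium, loaded with no-wash calcium dye. Compound added with 180 s kinetic read for agonism, then EC20 dopamine and a further 180 s read for potentiation.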
D2 antag = HTS Assay for Allosteric Antagonists of the Human D2 Dopamine Receptor: Primary Screen for Antagonists. D(2) dopamine receptor (Homo sapiens), P14416. inhibition, % at 10 µM. HEK293 TREx D2 cells, calcium flux, dopamine EC80. actives 2% (n = 340,000); in the data active means inhibition above about 30%; further: 0% is about no effect
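Calcium mobilization kinetics were recorded at 1 s intervals in tetracycline-induced HEK293 T-REx D2 cells, first for 180 s after compound addition and then 180 s after EC80 dopamine.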
TRHR agonist = qHTS for Small Molecule Agonists and Allosteric Enhancers of Human TRH Receptor: Primary Screen for Agonists; TRHR cells, calcium flux fluo-8, FDSS agonist mode; activation, % at 2 µM; actives 0.18% (n = 360,000); AID 493084, 2011; further: 0% is about no effect
Target sequence (P34981 whole entry, looked up): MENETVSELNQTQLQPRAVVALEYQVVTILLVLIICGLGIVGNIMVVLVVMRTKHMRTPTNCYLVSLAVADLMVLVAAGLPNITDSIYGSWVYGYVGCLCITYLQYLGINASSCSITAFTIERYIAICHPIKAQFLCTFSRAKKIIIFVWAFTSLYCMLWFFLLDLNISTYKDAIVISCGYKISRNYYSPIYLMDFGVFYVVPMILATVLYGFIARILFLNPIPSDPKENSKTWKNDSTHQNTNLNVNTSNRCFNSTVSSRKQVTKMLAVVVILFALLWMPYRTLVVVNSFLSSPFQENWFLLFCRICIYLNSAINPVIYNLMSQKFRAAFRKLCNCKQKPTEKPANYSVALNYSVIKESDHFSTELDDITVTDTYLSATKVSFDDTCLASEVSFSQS
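TRHR-expressing cells loaded with fluo-8 calcium dye; 23 nL library compound pin-transferred, kinetic FDSS fluorescence (Ex 480/Em 530) recorded about 180 s for agonist-induced calcium release, before a 10 nM TRH EC20 addition for potentiator mode.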
TRHR enhancer = qHTS for Small Molecule Agonists and Allosteric Enhancers of Human TRH Receptor: Primary Screen for Enhancers | Thyrotropin-releasing hormone receptor (Homo sapiens), P34981 | TRHR cells, fluo-8 calcium fluorescence, EC20 TRH enhancement | enhancement, % at 2 µM | actives 0.66% (n = 360,000) | AID 493056, 2011; in the data active means enhancement above about 30%; further: 0% is about no effect
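TRHR-expressing cells loaded with fluo-8 calcium dye were read kinetically (ex 480/em 530) during compound addition, then stimulated with an EC20 of TRH (10 nM final). Enhancement of the Gq-mediated intracellular calcium response was scored.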
Starred values were filed as active, the others as inactive; ? = inconclusive; · = no result given. Unless noted, no stated cut-off is given here; in the data, active means activation above about 30%; inactive means the rest.

Fields: D1 PAM, D1 antagonist, D1 ag, RXFP1 antag, D2 agonist, D2 potentiator, D2 antag, TRHR agonist, TRHR enhancer
O=S(=O)(c1cccc(Cl)c1)N1CN(CC2CCCO2)c2nc3ccccc3nc21 (stereo not drawn)
    8, 9, 3, 19, -0.5, 10, -2, -0.1, 2
Cc1ccc2c(C)nc(Nc3nc(CSc4nnnn4-c4ccccc4)cc(=O)[nH]3)nc2c1
    0, 5, 1, -7, -1.0, 2, -9, 0.3, 0
O=C(NCc1ccccc1Cl)C1CCCO1 (stereo not drawn)
    2, -9, 1, -1, -0.7, 5, -13, 0.9, 2
CC(C)Nc1ncnc2ccc(Br)cc12
    -4, -20, 12, 7, 2.1, 10, 13, 0.3, 1
O=C(Oc1cccc2cccnc12)c1cccc([N+](=O)[O-])c1
    -3, -9, 4, 3, 0.2, -6, 13, -0.7, 5
COc1ccccc1NC(=O)C/C(C)=N/NC(=O)COc1c(Br)cc(Br)cc1OC
    -1, 9, 5, -6, 0.1, -8, 6, -0.8, 3
COc1cc(OC)c(C2CC(=O)N3CN(c4ccccc4C)CSC3=C2C#N)cc1OC (stereo not drawn)
    2, 3, 1, ·, 0.5, 4, -9, 0.2, -1
O=C(CCNC(=O)C1CCN(S(=O)(=O)c2ccccc2)CC1)Nc1cccc(C(F)(F)F)c1
    2, 13, 2, 3, ·, -6, ·, -0.6, -6
COc1ccc(N(CC(=O)N2CCN(c3ccc(Cl)cc3)CC2)S(=O)(=O)c2c(C)n[nH]c2C)cc1
    -14, -23, -1, 12, 1.3, 1, -4, 0.1, 1
COc1ccc(C(=O)N/C(=C\c2cn(S(=O)(=O)N(C)C)c3ccccc23)C(=O)N2CCN(C)CC2)cc1
    2, 2, 0, 10, 0.3, -16, -5, 0.0, 2
Cc1ccc(-c2csc3nc4cc(C(N)=O)ccc4c(=O)n23)cc1
    -7, -7, 2, ·, 0.8, 7, -5, -0.1, 8
COCCCNc1nc(NCc2cccc(Cl)c2)c2cnn(C)c2n1
    0, 18, 2, -2, 0.8, 3, ·, -0.8, 3
CCC(CC)c1nn2c(=O)cc(COc3ccc(NC(=O)c4ccc(C)cc4)cc3)nc2s1
    2, 2, 0, ·, -0.1, 9, ·, -0.8, -4
CCOC(=O)c1cccc(NC(=O)COc2ccc3c(C)cc(=O)oc3c2)c1
    -1, -16, 3, 2, -0.1, -3, ·, 0.6, -2
C#CCOCCOCCOCCNc1nc(N2CCN(C(=O)[C@H]([C@@H](C)CC)n3cc([C@@H](N)Cc4ccc(O)cc4)nn3)CC2)nc(N2CCN(C(=O)[C@H](CCCCN)n3cc([C@@H](N)C(C)CC)nn3)CC2)n1 (stereo partly drawn)
    -1, 10, 2, ·, -0.2, -2, 9, -0.1, -3
CN(Cc1nc2ccccc2[nH]1)C(=O)C1CCC(=O)N(CCc2cccc(F)c2)C1 (stereo not drawn)
    0, 0, 0, -2, -0.1, 12, 8, 1.5, -1
CNCCCNC(=O)c1ccc(/C=N/O)nc1
    -1, -4, 2, -2, 0.8, -7, -5, 0.6, -2
CCOc1ccc(NC(=O)CN2CC(c3ccccc3)CC2=O)cc1 (stereo not drawn)
    -5, -24, 1, ·, -0.5, -12, -14, -0.2, -3
COc1ccc(S(=O)(=O)N2CCCCC2)cc1NC(=O)CCNC(=O)c1ccc(Br)cc1
    -4, -8, 0, -16, 2.1, 1, 12, 1.0, 2
COc1ccccc1Nc1ncc2c(n1)CCN(CC(C)C)C2
    1, -6, -2, -9, 1.3, -2, ·, -0.1, 2
CN1/C(=N\O)c2cccc3cccc1c23
    -1, 7, 2, -1, -0.3, 5, 1, -0.4, -1
COc1ccc(-n2nc3c(c2NC(=O)C(C)Oc2ccccc2)CS(=O)(=O)C3)cc1 (stereo not drawn)
    2, 3, 1, 1, 1.0, -15, -12, 1.2, -3
Cc1ccc(CN2CCN(C3CCN(S(=O)(=O)N(C)C)CC3)C(=O)C2=O)cc1
    -2, -9, 2, -2, 0.6, -4, ·, 0.0, -2
CCCCN1C(=O)C(O)(CC(=O)c2ccccc2OC)c2ccccc21 (stereo not drawn)
    -9, -4, -4, ·, -0.3, -11, 33*, -0.3, -25
Cc1ccc(N(CC(=O)NC2CCCCC2C)S(=O)(=O)c2c(C)nn(C)c2C)cc1 (stereo not drawn)
    -5, 1, 0, 1, 0.7, 13, 6, -0.4, 0
COc1ccc2c(c1)[nH]c1c(=O)n(/N=C/c3ccc(OC)c(CN4CCCCC4)c3)cnc12
    -3, -7, 1, 3, -0.5, -6, 16, 1.1, 6
O=C(Nc1ccccc1O)c1cc2cc(Br)ccc2oc1=O
    0, -5, 2, 2, -2.8, -4, -10, -1.2, 2
O=C(NCC1CCCO1)C(c1cccs1)N(Cc1cccs1)C(=O)c1ccc(-c2ccccc2)[nH]1 (stereo not drawn)
    -5, 3, 7, -20, 7.8, 4, -1, -0.1, -12
Cc1ccc(S(=O)(=O)N2CCCC2CNC(=O)C(=O)NC2CC2)cc1 (stereo not drawn)
    -14, 3, 2, -4, 34*, -11, 7, 0.1, -4
CS(=O)(=O)N1CCN(C(=O)c2cc(-c3ccccc3)nc3ccccc23)CC1
    0, 6, 2, -18, 0.5, -4, -7, 0.4, -5
O=S(=O)(c1ccccc1)[C@@]1(c2ccccc2)C[C@@H]2ON=C(c3cccc(-c4ccccc4)c3)[C@@H]2C1
    7, 2, 2, ·, 1.1, 1, -1, 0.4, -2
CCOC(=O)C1(Cc2ccc(OC)cc2)CCN(S(C)(=O)=O)CC1
    -8, -15, 3, -1, 0.0, -3, 10, -0.1, -4
O=C(NCCCNC(=O)c1cnccn1)c1ccc(Br)cc1
    -2, -5, 0, 4, ·, ·, ·, 0.0, 18
Cc1noc(C(=O)Nc2sc3c(c2C#N)CCC3)c1Cl
    -1, -11, 6, ·, 0.6, 4, -2, 1.1, -4
Cc1c(CCC(=O)N2CCC(C(=O)O)CC2)c(=O)oc2cc3oc4c(c3cc12)CCCC4
    2, -9, 1, ·, 0.3, 20, -8, 0.6, 10
Cc1cn(C)c(CC(=O)NCc2ccc(F)cc2)c1C(=O)O
    -3, 27, 3, -3, 0.4, 5, ·, -0.3, 4
Cc1ccc(NCc2ccccc2O)c(C)c1
    -9, -8, 2, -9, 0.0, 11, 4, -0.6, 14
COCCCNC(=O)CN(c1cc(Cl)ccc1OC)S(=O)(=O)c1ccc(C)c([N+](=O)[O-])c1
    3, -5, 0, 7, -0.3, 10, 1, -2.1, -3
COc1cc(C2Nc3ccc4ncccc4c3C3=C2C(=O)CC(C)(C)C3)cc(OC)c1O (stereo not drawn)
    -2, 2, -1, -1, 0.2, -1, 5, 0.1, 3
O=CN1CCN(C(=O)COc2ccc(Cl)cc2Br)CC1
    -4, -7, 2, 2, 0.1, 1, 18, 0.1, -6
CC(C)OC(=O)CC(=O)CSc1nc2c(cc1C#N)CCCCCC2
    -4, -7, 1, -10, -0.4, -4, -5, 0.1, -1
Nc1nc(NCCO)nc(N2CCCCCC2)c1[N+](=O)[O-]
    1, -1, 3, 4, 1.0, 3, -6, 0.4, 4
COCCNC(=O)CN1C(=O)COc2ccc(Cl)cc21
    -4, 11, -2, ·, 0.6, -8, 35*, 0.7, -3
N#Cc1cccc(NC(=O)Cn2c3[n+](c4ccc(C(F)(F)F)cc42)CCCCC3)c1
    -2, -6, 1, ·, 0.0, -30, -9, 0.2, 0
Cc1csc(NC(=O)CSc2nnc(C)n2Cc2ccco2)n1
    -4, 2, 2, 4, -0.3, 9, 5, 0.3, 29
CCn1cc(C(=O)OCC(=O)NCc2ccccc2Cl)c(=O)c2ccc(C)nc21
    -5, -15, 1, -3, -2.9, 1, -7, -1.4, -6
Clc1ccc(CON/C=N/c2ncnc3sccc23)cc1
    -5, -27, 15, -7, 0.9, 6, -21, 3.3, 0
CC(=O)c1cccc(N(CC(=O)NC2CCCCC2)C(=O)c2csnn2)c1
    ·, -19, 8, -14, 0.6, 3, 11, 0.1, 0
COC(=O)CNC(=O)CSc1nc(N)cc(=O)[nH]1
    6, 2, -2, 17, 1.3, -10, -13, 0.5, -3
Cc1ccc(NC(=O)Nc2ccc(Cl)cc2)c(Br)c1
    -6, -18, 9, 10, 0.0, -8, -1, 1.1, 1
COc1cc(OC)cc(-c2cc3nc(C)c(CCC(=O)Nc4ccccc4OC)c(C)n3n2)c1
    -2, 6, 2, ·, 0.4, -3, ·, 0.0, 0
CC1(c2ccccc2)CC(C)(C)N2C(=O)Cc3cccc1c32 (stereo not drawn)
    -4, -10, 0, ?, -0.6, 5, -2, -0.7, -4
Cc1occc1C(=O)N1CCN(c2ccc([N+](=O)[O-])cc2)CC1
    -6, -8, 19, 3, 0.1, -12, 6, -0.5, -4
CCC1CN(C(=O)N2CCC(C(=O)NCc3ccc(F)cc3)CC2)c2ccccc2O1 (stereo not drawn)
    -1, 9, 5, 14, 0.7, 11, -5, -0.4, -2
O=C(Nc1ccccc1F)Nc1cc(S(=O)(=O)N2CCOCC2)ccc1N1CCCC1
    -2, 0, 7, -9, -0.2, 9, -8, -0.5, -5
COc1ccc(Cl)cc1Nc1ncnc2c1nc1n2CCCC1
    2, -13, 0, 3, ·, -7, ·, -0.1, -5
O=C(O)c1ccc2nc(-c3ccccc3)c(-c3ccccc3)nc2c1
    4, 4, 0, -7, -4.8, 7, -8, -0.2, 4
CCOC(=O)CCNC(=O)N1CCCC(N(C)CCc2ccccc2)C1 (stereo not drawn)
    0, 44, 19, 0, 1.6, -3, 3, -0.6, 12
COc1ccccc1CNC(=O)C1CCC(CNS(=O)(=O)c2ccc(C)cc2)CC1 (stereo not drawn)
    -1, -1, 9, -2, 0.3, 3, 7, -1.2, 7

3 of these compounds, set out differently.
> Cc1cn(C)c(CC(=O)NCc2ccc(F)cc2)c1C(=O)O
  D1 PAM: -3
  D1 antagonist: 27
  D1 ag: 3
  RXFP1 antag: -3
  D2 agonist: 0.4
  D2 potentiator: 5
  D2 antag: ·
  TRHR agonist: -0.3
  TRHR enhancer: 4

> Cc1ccc(NCc2ccccc2O)c(C)c1
  D1 PAM: -9
  D1 antagonist: -8
  D1 ag: 2
  RXFP1 antag: -9
  D2 agonist: 0.0
  D2 potentiator: 11
  D2 antag: 4
  TRHR agonist: -0.6
  TRHR enhancer: 14

> COCCCNC(=O)CN(c1cc(Cl)ccc1OC)S(=O)(=O)c1ccc(C)c([N+](=O)[O-])c1
  D1 PAM: 3
  D1 antagonist: -5
  D1 ag: 0
  RXFP1 antag: 7
  D2 agonist: -0.3
  D2 potentiator: 10
  D2 antag: 1
  TRHR agonist: -2.1
  TRHR enhancer: -3
